Screening results (PubChem BioAssay)
PAX8 inh HTS – PAX8 transcriptional activity inhibition. RMG-I TPO-luciferase reporter, SteadyGlo, 24 h. 360,000 tested, 1.2% active. AID 652154. inhibition, % at 12.6 µM;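 active = mean replicate inhibition at least 60% with every replicate also reaching 60%; inconclusive = only one of the two criteria is met; inactive = mean below 60% and not all replicates reaching 60%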;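 note: luciferase light reporting Pax8 driven TPO promoter activity; plate controls were median of neutral control wells for no effect and mitoxantrone controls for full effect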
PglD DTNB – PglD (C. jejuni) enzyme inhibition; purified PglD enzyme, DTNB colorimetric CoA detection; 360,000 tested, 0.098% active; inhibition, % at 12.5 µM; AID 602405; in the data active = inhibition above about 16%, passing the limit was not always enough; inconclusive = no clear call, values can overlap the other calls; note: strong numbers were not always called active
FN deposit inh – fibronectin deposition inhibition; AID 743247; inhibition, % at 12.6 µM; AH1F fibroblasts, Alexa488-fibronectin deposition fluorescence, overnight; 350,000 tested, 0.086% active;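 active = mean inhibition across replicates of 30% or more, regardless of how many single replicates reach that level; inconclusive = mean under 30% yet at least half of replicates reach 30%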;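 note: positive control wells lacked labelled fibronectin entirely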
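test system = AH1F fibroblasts assembling fluorescent fibronectin matrix | quantity = 10000 AH1F cells per well | buffer or medium = DMEM plus 2% serum, read in PBS | doses = single dose, pinned | incubation = 1 h cell attachment, overnight exposure to compound and label | detection = fluorescence at 485 nm excitation, 525 nm emission | read-out basis = inhibition from reduced deposited-fibronectin fluorescence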
LGR2 antag – Drosophila LGR2 receptor signaling inhibition; 380,000 tested, 0.35% active; inhibition, % at 9.99 µM; HEK293 LGR2, CRE-luciferase, bursicon-stimulated, 4 h;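 active = drop in luminescence signal, shown as inhibition above about 50% in the replicate tests, limit read from the data, passing the limit was not always enough; inconclusive = probably only some replicates passing the limit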;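 note: agonist challenge used bursicon conditioned medium at about half maximal strength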
PGC1a acetyl inh – modulators of PGC1a acetylation | 350,000 tested, 0.17% active | inhibition, % at 15.6 µM | U2OS PGC1a acetylation, AlphaScreen anti-acetyl-lysine; with virally co-expressed GCN5 acetyltransferase;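 active = every replicate shows inhibition of at least 40%; inconclusive = mean inhibition at least 40% but some replicate below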;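 note: 0% = neutral control wells and 100% = positive control wells; some results beyond the cut were filed as inactive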
ERAP1 HTS inh – blocks human ERAP1 aminopeptidase activity; Q9NZ08; recombinant ERAP1, Leu-AMC fluorescence, 60 min; inhibition, % at 10.7 µM; 340,000 tested, 0.15% active; AID 652197;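 active = mean replicate inhibition of at least 30%, or all replicates individually reaching that 30% level; inactive = mean below 30% and not every replicate reaching it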;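 note: 0% = neutral control wells and 100% = L-leucinethiol positive control wells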
Target sequence (Q9NZ08 whole entry, looked up): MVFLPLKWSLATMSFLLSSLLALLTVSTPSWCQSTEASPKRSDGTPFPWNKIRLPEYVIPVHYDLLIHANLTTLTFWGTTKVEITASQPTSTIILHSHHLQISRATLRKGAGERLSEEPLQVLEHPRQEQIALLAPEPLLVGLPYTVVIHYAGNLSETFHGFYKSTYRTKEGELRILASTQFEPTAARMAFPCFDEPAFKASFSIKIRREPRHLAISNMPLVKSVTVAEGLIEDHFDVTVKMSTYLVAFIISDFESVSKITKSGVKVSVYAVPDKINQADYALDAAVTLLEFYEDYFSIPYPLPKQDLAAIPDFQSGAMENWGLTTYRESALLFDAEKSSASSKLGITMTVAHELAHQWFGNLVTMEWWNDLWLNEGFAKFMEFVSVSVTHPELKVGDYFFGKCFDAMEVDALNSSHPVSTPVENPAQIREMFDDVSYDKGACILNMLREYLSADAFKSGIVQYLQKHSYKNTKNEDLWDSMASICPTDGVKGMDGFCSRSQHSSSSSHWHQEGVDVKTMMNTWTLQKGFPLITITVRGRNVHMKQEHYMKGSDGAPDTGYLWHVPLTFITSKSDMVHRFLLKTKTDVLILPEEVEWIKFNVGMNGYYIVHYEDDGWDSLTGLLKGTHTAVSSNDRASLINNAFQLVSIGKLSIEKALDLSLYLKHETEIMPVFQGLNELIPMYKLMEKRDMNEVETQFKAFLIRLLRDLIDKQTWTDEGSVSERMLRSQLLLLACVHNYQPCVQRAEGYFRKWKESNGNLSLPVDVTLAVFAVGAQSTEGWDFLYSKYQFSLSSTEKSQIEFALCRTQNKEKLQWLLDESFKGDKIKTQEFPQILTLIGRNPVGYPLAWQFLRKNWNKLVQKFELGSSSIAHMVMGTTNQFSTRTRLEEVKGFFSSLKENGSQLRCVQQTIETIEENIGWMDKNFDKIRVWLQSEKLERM
EWS-Fli inh – blocks EWS/Fli oncoprotein-driven transcription. 350,000 tested, 0.67% active. inhibition, % at 12.6 µM. A673 NR0B1-luciferase reporter, viability-normalised;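 active = mean inhibition of at least 50% after viability correction, with every replicate also passing that limit; inconclusive = mean reaches 50% but only one of two replicates passes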;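 note: firefly luciferase signal divided by Alamar Blue viability fluorescence both relative to DMSO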
S100A4 inh HTS – S100A4-myosin IIA interaction inhibition | S100A4/TAMRA-MyoIIA peptide fluorescence polarization | inhibition, % at 10.7 µM | 360,000 tested, 0.14% active;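 active = mean inhibition of at least 70% across replicates, with every replicate also reaching that level; inconclusive = mean inhibition reaches 70% but some replicates fall short; inactive = mean inhibition below 70%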
Target sequence (P26447 whole entry, looked up): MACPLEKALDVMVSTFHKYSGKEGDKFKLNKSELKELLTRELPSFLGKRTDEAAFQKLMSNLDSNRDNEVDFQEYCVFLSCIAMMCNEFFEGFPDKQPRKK
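Test system – S100A4 monomer (human) · Compound – single-point compound testing · Schedule – 5 min incubation before reading · Probe or stimulus – TAMRA-labelled myosin IIA heavy-chain peptide probe, 5 nM · Benchmarks – neutral control DMSO, positive control TFP · Medium – Calcium-containing HEPES buffer, pH 7.2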
Starred values were filed as active, the others as inactive; ? = inconclusive; . = not tested or not shown. Compounds as they come. Share with any hit: about 2.1%.

Second line of a record: PAX8 inh HTS, PglD DTNB, FN deposit inh, LGR2 antag, PGC1a acetyl inh, ERAP1 HTS inh, EWS-Fli inh, S100A4 inh HTS
1: CCCNC(=O)N1C[C@H](O)COC[C@@H]2O[C@H](CC(=O)N3CCN(C)CC3)CC[C@H]21
  7.9, -3.3, -2.8, 29.2, 11.1, -1.7, -7.6, 2.5
2: COc1ccc(CC(=O)OCCN(C)C)cc1
  19.5, -4.8, -4.9, ., -3.0, ., ., .
3: Cc1ccn2c(=O)cc(C)nc2c1
  16.3, ., -4.4, ., ., 1.2, 4.1, 0.0
4: C[C@H](CO)N1C[C@H](C)[C@H](CN(C)C(=O)Nc2ccc(F)cc2)OCCCC[C@H](C)Oc2ccc(NC(=O)c3ccncc3)cc2C1=O
  3.0, 2.5, 4.8, -10.4, 4.1, -0.5, -1.6, -3.0
5: CO[C@@H]1CN(C)C(=O)c2ccc(NC(=O)NC(C)C)cc2OC[C@H](C)N(CC2CC2)C[C@H]1C
  8.9, -0.8, ., 6.0, 7.3, -0.4, 7.6, 0.3
6: Cc1ccc(S(=O)(=O)N(C)C[C@@H]2Oc3c(NC(=O)c4ccncc4)cccc3C(=O)N([C@@H](C)CO)C[C@@H]2C)cc1
  1.4, -3.2, 13.8, 7.0, 7.4, 0.7, -2.3, 5.8
7: CCOC(=O)C1(CCc2ccccc2)CCN(C(=O)CCn2cnnn2)CC1
  -34.9, ., -2.2, -4.8, -8.0, 0.1, -48.1, 3.3
8: CCC(c1nnnn1-c1ccc2c(c1)OCCO2)N1CCN(c2ccc(OC)cc2)CC1 (stereo unspecified)
  -0.6, ., 5.7, -0.6, ., 0.5, -2.4, -11.7
9: CCN(CC)C(=O)C(C)N1c2cccc3cccc(c23)S1(=O)=O (stereo unspecified)
  0.9, -7.1, -4.7, ., ., 2.0, -5.3, -2.4
10: CCCCNC(=O)C[C@@H]1C[C@@]2(C(=O)OCC)CCC=C2N(Cc2ccco2)C1=O
  5.1, ., 3.2, 11.7, ., -0.8, 0.9, -5.2
11: COc1ccc(NC(=O)CCCNC(=O)c2ccc(Cl)cc2)c(OC)c1
  6.4, -5.1, -2.7, 5.3, -10.8, -1.5, 3.5, -2.2
12: C/C(=N/OC(=O)c1c(F)cccc1F)c1nccs1
  -20.4, -2.8, -3.3, 6.1, 7.0, 2.9, ., 7.3
13: CCc1nc2c(OCC(=O)N3CCOCC3)cccn2c1N(C=O)Cc1ccccc1
  1.8, 0.1, 8.0, 3.8, -0.1, -1.3, -0.6, -1.4
14: COc1ccc(/C=C(\NC(=O)c2ccccc2)C(=O)NCCC(=O)O)cc1
  -12.1, ., -1.4, 14.0, ., 4.6, 1.0, -4.3
15: C[C@H]1CN([C@@H](C)CO)C(=O)Cc2cc(NC(=O)Nc3ccccc3)ccc2O[C@H]1CN(C)C(=O)NC1CCCCC1
  19.1, -5.5, -4.8, 18.5, 5.0, -1.8, 7.9, -8.2
16: CCN(CC)S(=O)(=O)c1cc(C(=O)Nc2cc(C)on2)c(Cl)cc1Cl
  21.8, -4.6, -6.2, -1.1, 13.6, -0.9, 26.1, -4.5
17: Cc1ccc(-n2c(=O)cc(N3CCC(C)CC3)[nH]c2=O)cc1
  ., 0.5, 5.2, -0.6, 24.8, ., ., .
18: C/C(CC(=O)Nc1ccc2c(c1)OCO2)=N\NC(=O)c1ccccc1N
  -27.6, 9.7, 7.7, -27.4, 13.5, 0.3, -21.2, -3.5
19: O=C(O)/C=C/C(=O)Nc1ccc(OCc2ccccc2)cc1
  -24.3, ., -1.1, -33.3, ., 2.3, -9.8, 1.1
20: C[C@H]1CCCCO[C@H](CN(C)C(=O)c2ccncc2)[C@@H](C)CN([C@@H](C)CO)C(=O)c2cc(NS(=O)(=O)c3ccccc3)ccc2O1
  11.7, 5.6, ., 5.3, -3.2, 0.3, -10.0, 7.3
21: Cc1ccc(NC(=O)c2cc(S(=O)(=O)N3CCOCC3)cn2C)c(C)c1
  -3.2, -4.2, 9.1, -3.7, 10.8, 5.0, -3.8, -4.3
22: Cc1ccc(C)c(NC(=O)C(c2ccccc2)N2CCOCC2)c1 (stereo unspecified)
  -2.4, ., -2.2, 4.0, 1.4, 4.7, 10.2, 8.9
23: C=CCNc1c2c(nc3ncnn13)CC(C)CC2 (stereo unspecified)
  -12.6, 3.2, ., -1.6, ., -4.1, 1.3, -6.5
24: COc1cc(OC)c(C(=O)OCC(=O)N2CCN(S(=O)(=O)c3ccc(C)cc3C)CC2)cc1OC
  17.1, 3.7, 2.8, -12.6, -0.5, -1.8, -13.6, -1.1
25: FC(F)(F)Oc1ccc(NC(=S)NCc2ccccc2)cc1
  -18.6, 4.4, ., -15.8, 6.4, -0.7, -3.0, -2.9
26: COCCNc1ncnc2nc[nH]c12
  3.8, 3.6, 4.3, ., 4.6, ., ., .
27: COC(=O)c1cccc(NC(=O)NC(=O)c2ccccc2Cl)c1
  29.6, ., -6.5, -2.1, ., ., 85.6*, -3.1
28: Cc1cccc(NC(=O)CN2CCN(C(=O)C3CCC3)CC2)c1C
  -5.4, -1.5, 7.7, 2.7, ., 2.4, -3.8, 0.2
29: Cc1cc(C)nc(NC(=O)CN2C(=O)c3ccccc3S2(=O)=O)n1
  4.7, -1.2, -0.5, 6.0, 2.9, -4.8, 1.1, -4.7
30: CN1CCN(C(=O)[C@H]2[C@H](CO)[C@H]3Cn4c(ccc(-c5ccncc5)c4=O)[C@H]3N2CC2CC2)CC1
  -34.2, ., 2.9, -11.6, -7.0, 3.1, -157.2, 2.3
31: Cn1cc(CCC(=O)NCc2ccc(Cl)cc2)c2ccccc21
  9.7, 7.1, 0.2, 0.2, -2.3, 2.4, 8.7, -15.4
32: C[C@H]1CN([C@@H](C)CO)C(=O)c2cccc(NS(=O)(=O)c3ccc(Cl)cc3)c2O[C@H]1CN(C)C(=O)NC1CCCCC1
  55.7, -2.4, 11.6, -6.4, -6.0, 1.4, -2.4, -9.5
33: COc1ccccc1NC(=O)N(CCN1CCCC1)Cc1cc2cc(C)ccc2[nH]c1=O
  ., -1.4, -10.4, -12.5, 4.2, ., ., .
34: CSc1nc(C)cc(OCCO)n1
  0.7, 3.1, 0.2, 0.9, 5.4, 8.8, ., 2.9
35: Cc1noc(C)c1S(=O)(=O)N(C)C[C@@H]1OCCCC[C@@H](C)Oc2ccc(NC(=O)Nc3cccc4ccccc34)cc2C(=O)N([C@H](C)CO)C[C@@H]1C
  -1.6, 2.9, ., -4.4, 4.9, 0.3, -0.6, 3.0
36: COCC(=O)N1[C@@H]2c3ccc(/C=C/c4ccccc4)c(=O)n3C[C@H]1[C@H](CO)[C@H]2C(=O)N1CCCCC1
  3.0, -5.5, ., -4.8, ., -1.5, 3.6, ?
37: CC(=O)c1cccc(NC(=O)CSc2ccc(-c3sc(C)nc3C)nn2)c1
  -13.2, -1.7, 10.4, 4.9, -4.8, -2.8, ., 8.4
38: CCN1C=C(C(=O)c2ccccc2)C(=O)CC1
  -2.0, -2.7, -1.3, -13.8, ., ., 4.5, 2.6
39: O=C(C1CCCN(CCCc2ccccc2)C1)N1CCCCCC1 (stereo unspecified)
  -6.5, ., 6.0, -10.8, ., 0.1, -12.4, -4.8
40: COC(=O)CN(c1ccccc1F)S(=O)(=O)c1ccccc1
  -26.7, -5.6, 13.3, ., -9.8, ., ., .
41: CN(C)S(=O)(=O)c1cccc(NC(=O)CNCc2ccccn2)c1
  2.3, -0.2, -9.3, 5.8, -3.0, -6.0, -9.8, 2.5
42: COCC#Cc1cnc2c(c1)C(=O)N([C@H](C)CO)C[C@H](C)[C@@H](CN(C)C(=O)Cc1ccccc1)O2
  8.9, -0.5, ., 9.1, 4.1, -0.2, 0.4, 2.5
43: Cc1ccc(-n2ncc(C#N)c2/N=C/N2CCOCC2)cc1
  -11.5, 1.6, 7.9, ., 2.5, ., ., .
44: CC1(C(=O)NS(=O)(=O)c2ccccc2)CCN1C(=O)CC1CC1 (stereo unspecified)
  -10.6, -0.3, -9.3, -28.4, 5.5, -1.2, -3.7, -4.2
45: COc1ccc2c3c([nH]c2c1)[C@@H](CO)N(C(=O)CN1CCOCC1)CC31CN(CC2CCCC2)C1
  ., ., ., -9.4, ., -3.8, -6.6, 7.4
46: Cc1ccc(NC(=O)CCNS(=O)(=O)c2ccccc2)cc1S(=O)(=O)N1CCOCC1
  9.5, -6.9, 7.0, 7.3, ., 1.8, 2.8, -2.1
47: COc1ccc(CCNC(=O)C(=O)c2c(C)n(C)c3ccccc23)cc1OC
  -4.5, 6.2, -18.6, -3.9, -2.1, 1.8, -25.2, -26.6
48: Cc1ccc(C2CC(=O)N3CN(c4ccc(Br)cc4)CSC3=C2C#N)o1 (stereo unspecified)
  -0.1, 1.8, -0.3, ., 3.2, ., ., .
49: C/C=C/c1cnc2c(c1)C(=O)N([C@H](C)CO)C[C@@H](C)[C@H](CN(C)C(=O)c1cnccn1)O2
  11.5, 0.4, ., 15.1, 5.2, 0.0, -7.7, 0.2
50: CC[C@]12c3[nH]c4cc(-c5ccco5)ccc4c3CCN1C(=O)[C@@H](CC(=O)NC/C=C(\C)CCC=C(C)C)C[C@@H]2C(=O)N1CCN(C(=O)C2CC2)CC1
  36.9, 1.1, -6.7, 35.0, ., ., 6.9, 3.0
51: C[C@H](CO)N1C[C@H](C)[C@@H](CN(C)S(=O)(=O)c2ccc(Cl)cc2)Oc2ccc(NC(=O)NC3CCCCC3)cc2CC1=O
  -4.9, -8.7, ., -11.9, -4.6, 2.2, 2.1, 12.5
52: Cc1ccc(C)c(N2CCN(S(=O)(=O)c3ccc4c(c3)NC(=O)CC(=O)N4)CC2)c1
  10.6, 1.5, 3.1, -20.7, -4.3, 2.5, 0.1, 2.6
53: O=C(NC1CCCC1)C(c1ccncc1)N(C(=O)c1csnn1)c1ccccc1 (stereo unspecified)
  5.9, -3.8, 3.5, -3.3, 4.0, 0.0, 0.3, -0.3
54: CC(C)[C@H](CO)Nc1nc(NCc2ccc(S(N)(=O)=O)cc2)c2ncn(C(C)C)c2n1
  68.7*, -8.3, 16.7, 52.5*, 2.9, -2.9, 12.2, -2.5
55: Cc1cccc(NC(=O)c2ccc(C)c(S(=O)(=O)N3CCCCC3)c2)n1
  -73.4, ., 3.3, 7.0, ., -3.9, -45.9, 2.7
56: COc1ccc(OC)c(CNc2ncc(-c3ccc(F)cc3)n2C)c1
  3.8, 0.5, 2.9, 0.4, -0.6, -3.3, -3.5, 0.5
57: COCCN(C(=S)Nc1ccc(OC)cc1)C1CCN(C(C)C)CC1
  9.0, -1.2, -9.7, 0.8, 20.4, ., ., .
58: CCC(=O)C1=C(O)C(c2cccc(Oc3ccccc3)c2)CCC1=O (stereo unspecified)
  -4.8, 27.8*, -11.8, 2.8, -4.6, 0.8, 16.5, 0.5
59: COC(=O)CCC(C(=O)CN1C(=O)c2ccccc2C1=O)N1C(=O)c2ccccc2C1=O (stereo unspecified)
  -14.5, ., -3.5, 5.5, ., 1.4, 6.9, -1.9
60: COc1cc(O)cc2c1[C@@H]1Oc3c(ccc(O)c3CC=C(C)C)[C@@H]1CO2
  ., 4.7, ., ., -20.7, 11.8, -5.6, -4.7
61: Cc1ccccc1Nc1nc(Cl)c(C=O)s1
  -1.0, 3.5, 3.9, 7.0, ., -1.3, 2.5, -3.4
62: Cc1ccc(C(=O)c2coc3ccc(O)cc23)cc1
  -132.3, -7.1, -1.3, -8.2, 7.1, 0.1, 5.3, -7.7
